mIDH1 inhibitor – human IDH1 R132H inhibition. IDH1-R132H enzyme, NADPH consumption, diaphorase/resazurin fluorescence. hit rate 0.093% among 390,000. Potency, µM (top dose mostly 76.6 µM), for the others: top-dose activity change, negative = inhibition, hits mostly inhibitors. O75874; further: potency means the concentration at half of the fitted maximal effect; on the % scale 0 is the no-effect control and ±100 the full control effect; nearly all actives have a fitted effect of over 65% in size
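IDH1-R132H (0.5 ug/mL) preincubated 30 min with compound, then NADPH (0.016 mM) and alpha-KG (2 mM) added; 80 min at RT, pH 7.5. Remaining NADPH coupled via diaphorase/resazurin to fluorescence (540/590 nm); concentration-response curves normalized to no-enzyme control.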
HP1b binding inh – inhibitors of HP1-beta chromodomain binding to methylated histone tails | AlphaScreen HP1-beta / biotin-H3K9me3 peptide binding | Potency, µM (titrated, usually from 114 µM), for the others: at the top dose activity change, negative = inhibition, hits mostly inhibitors | hit rate 0.56% among 390,000 | AID 540317; further: potency means the concentration at half of the fitted maximal effect; nearly all actives have a fitted effect of over 70% in size; inactives centre near 23
Target sequence (P83916 whole entry, looked up): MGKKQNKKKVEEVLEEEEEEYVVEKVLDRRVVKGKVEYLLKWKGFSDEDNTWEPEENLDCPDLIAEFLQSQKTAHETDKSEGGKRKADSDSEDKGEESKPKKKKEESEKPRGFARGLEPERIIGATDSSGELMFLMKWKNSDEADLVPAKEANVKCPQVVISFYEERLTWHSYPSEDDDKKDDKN
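HP1-beta protein (50 nM final) preincubated 30 min at room temperature with biotinylated H3(1-18)K9me3 peptide (50 nM) in PBS pH 7.4, 0.01% Tween-20, then compound added for 30 min. AlphaScreen streptavidin donor/nickel chelate acceptor beads (10 ug/mL final), 30 min dark, luminescence read.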
TrxR1 substrate – is turned over as a substrate by rat TrxR1; O89049; purified TrxR1 substrate turnover, NADPH consumption readout; Potency, µM (highest dose often 114 µM), for inactives: at the top dose activity change, negative = substrate turnover; hit rate 0.01% among 390,000; AID 588456; further: potency means the concentration at half of the fitted maximal effect; on the % scale 0 is the no-effect control and ±100 the full control effect; nearly all actives have a fitted effect of over 50% in size
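Rat TrxR1, dispensed at 90 nM, was prereduced with 400 uM NADPH (final) for 5 min at ~22 deg C, then incubated with compound 15 min before 400 uM selenite. A first-read NADPH fluorescence drop versus no-compound background flagged substrates.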
USP1-UAF1 inh – blocks the human USP1/UAF1 deubiquitinase complex | O94782 | recombinant USP1/UAF1, Ub-Rhodamine cleavage fluorescence | Potency, µM (highest dose often 57.1 µM), for inactives: at the highest dose activity change, negative = inhibition, hits mostly inhibitors | hit rate 0.23% among 390,000; further: potency means the concentration at half of the fitted maximal effect; on the % scale 0 is the no-effect control and ±100 the full control effect; nearly all actives have a fitted effect of over 60% in size; inactives centre near -12
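Step one: compound is pinned into 1nM USP1/UAF1 in HEPES pH 7.8 buffer with TCEP. Step two: 15 min room-temperature incubation. Step three: Ub-Rho (150nM final) starts cleavage, tracked by fluorescence over six one-minute reads.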
TrxR1 inh – inhibitors of rat thioredoxin reductase 1. hit rate 1% among 390,000. O89049. Potency, µM (highest dose often 114 µM), inactives show at the highest dose activity change, negative = inhibition, actives largely listed as inhibitors. AID 588453. recombinant rTrxR1, NADPH fluorescence consumption, selenite substrate; further: potency means the concentration at half of the fitted maximal effect; on the % scale 0 is the no-effect control and ±100 the full control effect; nearly all actives have a fitted effect of over 65% in size
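Rat TrxR1 (90 nM in the dispensed reagent) was pre-reduced with 400 uM NADPH for 5 min at room temperature, then incubated with compound for 15 min. After 400 uM selenite was added, NADPH fluorescence (Ex 340/Em 450 nm) was followed for 8 min.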
PI4K2A inh – blocks human PI4K2A kinase activity. purified PI4K2A, ADP-Glo luminescence, 1 h; hits give low values. activity change, negative = inhibition, % at 76.9 µM. hit rate 0.13% among 420,000. AID 1346378; in the data active means activity change below about -50%; inconclusive means mostly about -30% to -49%;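 further: -100% = wells without enzyme as full effect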
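ADP-Glo luminescence measured ADP generated by PI4K2A enzyme (4 ug/mL before mixing) with 1.2 mM PI substrate (pre-mix) and 300 microM ATP (pre-mix). Tris pH7.5 buffer with MgCl2, Triton X-100; 1 h reaction at ambient temperature.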
Pin1 inh – blocks the human prolyl isomerase Pin1. Q13526. Pin1 FP peptide displacement, HiFluor488, 10 min. Potency, µM (top dose mostly 115 µM), without a hit: at the highest dose activity, negative = inhibition, hits mostly inhibitors. hit rate 0.009% among 390,000. AID 504891; active means well fitted inhibition curve with a large enough effect in the polarisation, with a control signal flat, not every such curve was filed as active; inconclusive means small, poorly fitted or top-dose-only effect, or effect the other way, or a change in a side signal; inactive means no such curve, though single readings can be large or run the other way; the % refers to the polarisation; further: potency means the concentration at half of the fitted maximal effect; on the % scale 0 is the no-effect control and ±100 the full control effect
Target sequence (Q13526 whole entry, looked up): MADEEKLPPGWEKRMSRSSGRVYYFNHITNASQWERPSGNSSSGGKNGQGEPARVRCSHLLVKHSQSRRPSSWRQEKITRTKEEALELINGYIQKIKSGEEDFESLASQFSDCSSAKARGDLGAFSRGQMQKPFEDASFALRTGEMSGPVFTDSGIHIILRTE
GLS inhibitor – inhibitors of human glutaminase (GLS); O94925; GLS enzymatic activity, qHTS titration; Potency, µM (titrated, usually from 45.5 µM), for the others: top-dose activity change, negative = inhibition, hits mostly inhibitors; hit rate 0.21% among 410,000; AID 624170; further: potency means the concentration at half of the fitted maximal effect; on the % scale 0 is the no-effect control and ±100 the full control effect
Target sequence (O94925 whole entry, looked up): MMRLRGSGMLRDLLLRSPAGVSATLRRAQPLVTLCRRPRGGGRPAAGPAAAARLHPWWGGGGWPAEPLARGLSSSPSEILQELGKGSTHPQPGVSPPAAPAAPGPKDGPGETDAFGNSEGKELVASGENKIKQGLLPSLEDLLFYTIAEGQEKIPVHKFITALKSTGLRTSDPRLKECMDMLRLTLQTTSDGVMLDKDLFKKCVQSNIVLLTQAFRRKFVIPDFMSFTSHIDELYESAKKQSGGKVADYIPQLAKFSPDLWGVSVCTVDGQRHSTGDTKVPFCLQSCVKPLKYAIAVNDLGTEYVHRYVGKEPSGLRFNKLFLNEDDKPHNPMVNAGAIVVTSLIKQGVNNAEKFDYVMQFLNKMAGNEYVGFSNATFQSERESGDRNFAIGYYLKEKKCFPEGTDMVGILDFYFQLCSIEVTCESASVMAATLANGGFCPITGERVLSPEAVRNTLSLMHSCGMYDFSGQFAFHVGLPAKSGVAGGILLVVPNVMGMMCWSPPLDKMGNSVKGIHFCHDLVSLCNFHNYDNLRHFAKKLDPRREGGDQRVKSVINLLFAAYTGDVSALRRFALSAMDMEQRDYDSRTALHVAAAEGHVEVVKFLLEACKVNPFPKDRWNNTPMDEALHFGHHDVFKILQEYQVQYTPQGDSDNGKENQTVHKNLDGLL
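Two-point fluorescence kinetic (t0, 30 min RT) for hKGA; glutamate detected via glutamate oxidase–HRP–Amplex Red. Substrate: 1 mM L-glutamine solution; buffer 45 mM KH2PO4, pH 8.2.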
PGK inhibitor – inhibitors of T. brucei phosphoglycerate kinase. P07378. PGK/GAPDH coupled, Kinase-Glo luminescence, 60 min. Potency, µM (doses to about 57.5 µM), inactives show top-dose activity change, negative = inhibition, most hits filed as inhibitors. hit rate 0.043% among 380,000; further: potency means the concentration at half of the fitted maximal effect; on the % scale 0 is the no-effect control and ±100 the full control effect; nearly all actives have a fitted effect of over 60% in size
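Luminescent ATP detection (Kinase-Glo Plus) follows a 60-minute room-temperature incubation, with wells lacking PGK as controls. Buffer: 100 mM TEA (pH 7.6), 5 mM MgCl2, 0.01% Tween-20. Coupling enzyme GAPDH (100 nM final) supplies unstable 1,3-BPG in-well.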
Starred values were filed as active, the others as inactive; i = inactive; ? = inconclusive; / = not tested or not shown; [ ] = another dose, or the depositor's remark. Unless noted, the call rests on the fitted dose curve; in most records, active means well fitted curve in the direction sought with a large enough effect; inconclusive means small, poorly fitted or top-dose-only effect, or another doubt; inactive means no such curve, though single readings can be large; an effect the other way counts as inactive or inconclusive. The list is partial; the hit share may differ from the screen's.

SMILES	mIDH1 inhibitor	HP1b binding inh	TrxR1 substrate	USP1-UAF1 inh	TrxR1 inh	PI4K2A inh	Pin1 inh	GLS inhibitor	PGK inhibitor
CCn1cc(C(=O)N2CCc3ccccc32)c(=O)c2cc(S(=O)(=O)N3CCCC3)ccc21	0.2%	24.8%	-13.6%	-22.0%	-10.6%	3.0	-0.8%	-13.4%	-10.0%
O=C(O)c1cc(NS(=O)(=O)c2ccc(N3CCOCC3)c([N+](=O)[O-])c2)cc(C(=O)O)c1	-8.8%	37.7%	-15.9%	-5.3%	-18.6%	2.8	?	7.0%	3.6%
CCOC(=O)C1C(=O)C=C(c2cccs2)CC1c1ccccc1 (centres undefined)	-1.2%	37.3%	-9.3%	-20.8%	4.8%[57.1 µM]	2.4	5.3%	-2.4%	-8.5%
CCn1nc(C)cc1-c1nnc(SCC(=O)Nc2ccccc2)n1CCCOC	5.3%	22.8%	-8.6%[57.1 µM]	0.5%	12.1%[57.1 µM]	-0.1	2.3%	-0.3%	i
Cc1c(CCC(=O)NCCC(=O)O)c(=O)oc2c(C)c3oc4c(c3cc12)CCCC4	-8.4%	18.1%	7.3%	-18.0%	2.9%	-1.5	?	6.6%	-6.0%
Cc1ccc(CNC(=O)c2cc(=O)c3ccc(C)cc3o2)cc1	0.3%	17.6%	5.8%	-13.5%	31.2%	-8.5	-2.6%	2.1%	-3.8%
CCN(C[C@H]1N[C@@](C)(C(=O)OC)[C@H]2C(=O)N(Cc3ccccc3)C(=O)[C@@H]12)C(=O)Nc1ccc(Cl)cc1	1.0%	-2.5%	0.5%	-6.2%	8.2%	-3.1	2.0%	-0.8%	-9.7%
COc1cccc(N(C(=O)c2snc(C(N)=O)c2N)C(C(=O)NCc2ccccc2)c2ccc(O)cc2)c1 (centres undefined)	-5.0%	49.0%[activator]	28.2%	-24.5%	4.1%	1.9	14.7%	-6.4%	-9.6%
Cc1cccc(NC(=O)c2cc3c(=O)n4ccccc4nc3n(CC(C)C)c2=N)c1	-5.9%	20.1%	7.1%	-19.7%	14.7%	5.5	1.1%	-9.3%	-5.2%
COCCCN1C(=O)/C(=C\c2cccs2)C(C(=O)OC)=C1C	8.2%	-3.1%	-4.4%	?	-8.4%	-5.1	-2.4%	-0.5%	i
Nc1c(-c2cccs2)cnn1-c1nc(-c2ccc(F)cc2)cs1	-0.9%	29.2%	4.6%[57.1 µM]	-8.1%	1.3%[57.1 µM]	1.1	-5.4%	4.8%	-2.8%
CN(Cc1ccccc1)C(=O)c1ccccc1C(=O)O	-5.8%	43.7%[activator]	3.4%[57.1 µM]	-21.8%	1.3%[57.1 µM]	2.0	-2.3%	?	8.6%
CCC1CCCCN1CCCNC(=O)CCCOc1cc(=O)n(C)c2ccccc12 (centres undefined)	8.9%	9.5%	11.3%[57.1 µM]	-2.9%	23.7%[57.1 µM]	0.1	-2.1%	-17.4%	-6.6%
COc1ccc(-c2nnc3ccc(SC(C)C)nn23)cc1OC	/	15.8%[57 µM]	-7.1%	/	5.8%	/	10.8%	/	/
C/C=C/C=N/Nc1nc(C)cc(=O)[nH]1	3.9%	22.1%	5.3%[57.1 µM]	-12.1%	10.1%[57.1 µM]	-2.9	-2.6%	0.0%	-4.4%
O=S(=O)(Nc1ccccc1C(F)(F)F)c1ccc(N2CCCCS2(=O)=O)cc1	0.0%	59.7%	0.6%[57.1 µM]	-10.9%	3.6%[57.1 µM]	-2.2	-2.5%	2.2%	-2.7%
COC(=O)C1(CCSC)NC(c2ccc(OC)cc2OC)C2C(=O)N(c3cccc(C(C)=O)c3)C(=O)C21 (centres undefined)	-10.2%	-0.1%	2.4%	-20.2%	19.9%	6.0	-2.4%	-7.3%	-4.2%
CCOC(=O)c1ccc(S(=O)(=O)NNC(=O)COc2ccccc2C)cc1	0.8%	20.5%	-4.2%	-4.2%	-4.2%	-2.3	2.4%	11.7%	5.9%
COc1cc(C2NC(=O)N(C)C3=C2C(=O)N(c2ccccc2)C3)ccc1O (centres undefined)	-3.3%	34.2%	2.3%	-28.5%	12.6%	-1.8	-2.3%	1.1%	4.3%
O=C(O)/C=C\c1ccccc1Oc1ccc(F)cc1	-7.4%	23.7%	-6.0%[57.1 µM]	-8.2%	-7.4%[57.1 µM]	4.9	5.8%	8.6%	0.0%
CCOC(=O)CSc1nc2ccccc2c(=O)n1CCc1ccc(OC)c(OC)c1	17.9%	21.7%	-9.5%[57.1 µM]	-2.1%	2.4%[57.1 µM]	2.8	?	-10.3%	5.3%
CCC(CO)NCc1ccc(Br)cc1 (centres undefined)	4.9%	40.2%	2.1%	-15.2%	13.5%	-3.0	-3.8%	-5.7%	i
COCCNC(=O)CSc1c2c(nc3ccc(Cl)cc13)CCCC2	-0.5%	5.5%	3.2%	-14.7%	13.6%	-6.5	5.6%	0.6%	-9.7%
CC(=O)c1cc(Cc2csc(C(C)=O)c2)cs1	2.5%	18.6%	1.3%	-11.8%	-4.6%	1.4	-3.1%	-1.5%	-0.1%
Cc1cccc(NS(=O)(=O)c2ccc(OCC(=O)N3CCCC3)cc2)c1	8.6%	31.2%	-6.2%	-12.9%	-10.1%	2.9	0.0%	-10.8%	-0.4%

Quoted from the listing.
HP1b binding inh, CCn1nc(C)cc1-c1nnc(SCC(=O)Nc2ccccc2)n1CCCOC stands at 22.8%
Pin1 inh, COCCCN1C(=O)/C(=C\c2cccs2)C(C(=O)OC)=C1C stands at -2.4%

(list continues)
SMILES	mIDH1 inhibitor	HP1b binding inh	TrxR1 substrate	USP1-UAF1 inh	TrxR1 inh	PI4K2A inh	Pin1 inh	GLS inhibitor	PGK inhibitor
Fc1cccc(Cc2noc(CN3CCCN(C4Cc5ccccc5C4)CC3)n2)c1	9.7%	15.7%	2.7%[57.1 µM]	-11.2%	1.8%[57.1 µM]	3.1	1.3%	5.8%	0.5%
COc1ccc(CCNc2oc(Cc3cccc4ccccc34)nc2C#N)cc1OC	3.4%	?	-0.3%	?	10.3%	1.4	35.6%[activator]	-0.3%	-12.2%
Cc1onc(-c2ccccc2)c1C(=O)OCCOc1ccccc1F	11.3%	149.3%[activator]	-7.9%	-18.9%	9.7%[57.1 µM]	4.7	0.4%	4.8%	-3.3%
O=C(O)c1cc(N2CCCC2)ccn1	3.2%	-5.0%	-9.4%	-7.2%	-15.1%	-2.2	0.7%	-3.1%	i
N#CC1c2ccccc2C=CN1C(=O)N(c1ccccc1)c1ccccc1 (centres undefined)	3.2%	22.0%	-7.0%[57.1 µM]	?	0.0%[57.1 µM]	5.7	0.1%	-17.4%	i
Cc1cc(C)c(OCC(=O)N2CC=C(c3ccccc3)CC2)c(C)c1	-5.2%	53.8%[activator]	-13.7%	-5.7%	-18.7%	2.1	0.7%	-2.1%	3.7%
O=C(N[C@H]1C/C=C\C[C@H](CC(=O)N(CCO)Cc2ccccc2)C(=O)N[C@@H](c2ccccc2)COC1=O)OCC1c2ccccc2-c2ccccc21	3.5%	3.3%	6.9%	13.5%	16.1%	-4.1	22.3%	1.3%	-9.8%
Cc1ccc(-n2nnnc2SCC(=O)NCC2(N3CCCCC3)CCCCC2)c(C)c1	-11.1%	21.6%	-9.6%	-14.4%	-7.1%	5.6	-2.2%	-4.6%	-7.3%
O=C(/C=C/c1ccc(Cl)c(C(F)(F)F)c1)N1CCN(c2ccccn2)CC1	16.0%	4.4%	-9.1%	-12.2%	38.9%[57.1 µM]	2.1	0.8%	-2.8%	-1.1%
COc1cccc(N2CCN(C(=S)NCc3ccco3)CC2)c1	-1.8%	1.9%	4.2%	-8.4%	23.3%	2.0	1.4%	18.4%	-5.0%
Cc1ccc(S(=O)(=O)N2CCCOC2CNC(=O)C(=O)NCc2cccnc2)cc1 (centres undefined)	-1.1%	26.0%	1.5%	-13.3%	4.0%	6.8	-3.4%	0.0%	-2.1%
COCCn1cc(C(=O)NCCN(C)C)c2c3ccccc3n(C)c2c1=O	-2.2%	24.1%	39.6%[activator]	-6.6%	-18.9%	-7.1	-1.5%	1.7%	/
COc1nccc(C(F)(F)F)c1C(=O)Nc1ccc(Cl)cc1	2.7%	38.5%[activator]	3.3%[11.4 µM]	0.0%	21.4%[11.4 µM]	-1.2	-5.5%	3.3%	-0.3%
CCCC(C(=O)Nc1nccs1)c1ccccc1 (centres undefined)	-3.9%	17.8%	1.3%[57.1 µM]	-14.4%	16.4%[57.1 µM]	1.9	-1.9%	-9.3%	-5.5%
Cc1ccc(N2CCN(c3ccc(NC(=O)CCC(=O)O)cc3)CC2)cc1	-5.3%	9.4%	2.7%[0.457 µM]	-2.5%	-9.3%	5.6	0.0%	20.8%	0.3%
CC(=O)c1ccc(S(=O)(=O)N2CCN(CC(=O)Nc3ccc(Cl)c([N+](=O)[O-])c3)CC2)cc1	7.2%	22.1%	3.7%	-17.5%	15.9%	0.5	0.3%	-1.3%	-1.9%
COC(=O)c1ccc(NC(=O)CSc2nccn2CCc2ccccc2)cc1	2.5%	-19.1%	2.3%	-10.8%	12.7%	6.8	4.1%	-1.6%	-8.0%
CC(=O)Cn1c(CN2CCCC2)nc2ccccc2c1=O	-0.5%	30.7%	-5.9%[57.1 µM]	-13.7%	9.9%[57.1 µM]	0.0	-3.5%	-6.9%	-11.6%
